RORg inh = blocks mouse ROR gamma transcriptional activity | P51450 | Drosophila S2 Gal4-RORgamma UAS-luciferase reporter, 20 h | Potency, µM (series often up to 53.6 µM), inactives show top-dose activity change, negative = inhibition, hits mostly inhibitors | 310,000 compounds, 5.4% hits | AID 2551; note: potency is the fitted concentration of half-maximal effect; % is set by controls: 0 for no effect and ±100 for the full control effect; nearly all actives have a fitted effect of over 60% in size
Target sequence (P51450 whole entry, looked up, the tested form may be a part): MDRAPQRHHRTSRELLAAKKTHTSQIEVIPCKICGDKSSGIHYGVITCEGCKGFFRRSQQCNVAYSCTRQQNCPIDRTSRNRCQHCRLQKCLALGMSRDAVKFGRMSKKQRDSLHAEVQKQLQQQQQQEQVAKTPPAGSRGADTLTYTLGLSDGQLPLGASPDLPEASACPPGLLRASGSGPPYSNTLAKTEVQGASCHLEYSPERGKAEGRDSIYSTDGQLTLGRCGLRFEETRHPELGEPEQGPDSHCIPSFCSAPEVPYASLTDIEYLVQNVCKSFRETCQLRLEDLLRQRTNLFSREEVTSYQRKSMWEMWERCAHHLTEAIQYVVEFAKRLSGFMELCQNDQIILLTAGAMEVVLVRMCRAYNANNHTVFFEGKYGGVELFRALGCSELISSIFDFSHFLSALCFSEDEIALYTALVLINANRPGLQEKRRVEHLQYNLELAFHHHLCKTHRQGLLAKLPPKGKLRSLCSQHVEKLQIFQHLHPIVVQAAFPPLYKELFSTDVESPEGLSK
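Stably transfected Drosophila Schneider cells are the test system, with ROR gamma fused to Gal4 and luciferase under UAS control; luminescence is read after 20 hr of 700 uM copper sulfate induction at ambient temperature.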
ELG1 DNA repair = ELG1-dependent DNA repair inhibition. HEK293T ELG1-luciferase reporter, luminescence, 16 h; DNA damage induced by 5-fluorouridine. Potency, µM (top dose mostly 46.1 µM), inactives show top-dose activity change, negative = inhibition, hits mostly inhibitors. 330,000 compounds, 2.3% hits. AID 504467; note: potency is the fitted concentration of half-maximal effect; % is set by controls: 0 for no effect and ±100 for the full control effect; nearly all actives have a fitted effect of over 55% in size
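DMSO vehicle served as the neutral condition. Each well held 2,000 cells given 5-fluorouridine plus compound; after 16 hr at 37 °C/5% CO2, ONE-Glo was added and luciferase measured 30 min later.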
NPC1 promoter act = activates the NPC1 promoter. Huh7 NPC1 promoter luciferase reporter, 24 h. Potency, µM (titrated, usually from 9.22 µM), inactives show at the highest dose activation, usual class: activators. 320,000 compounds, 2.4% hits;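 note: potency is the fitted concentration of half-maximal effect; % of control where 0% means no effect; nearly all actives have a fitted effect of over 60% in size; reporter is driven by a mutant NPC1 promoter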
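Quantitative HTS used a cell-based reporter: Huh7 cells stably bearing the NPC1 promoter upstream of luciferase were treated with compounds for 24 h, and promoter activation was read as luminescence.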
Gal4-VP16 FLuc = counter-screen for ROR gamma inhibitors: Gal4-VP16 reporter. Drosophila S2 Gal4-VP16 UAS-luciferase, luminescence, 20 h. Potency, µM (highest dose often 53.6 µM), without a hit: at the top dose activity, negative = inhibition, usual class: inhibitors. 310,000 compounds, 3.5% hits. AID 2546;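 note: Gal4-VP16 expression switched on by copper sulfate through the metallothionein promoter; potency is the fitted concentration of half-maximal effect; % is set by controls: 0 for no effect and ±100 for the full control effect; nearly all actives have a fitted effect of over 50% in size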
Mito fusion yeast = mitochondrial division inhibition or fusion activation | S. cerevisiae fusion-defective mutant growth rescue, CellTiterGlo 48 h | Potency, µM (top dose mostly 46.1 µM), without a hit: at the highest dose growth rescue (activation), usual class: activators | 320,000 compounds, 0.23% hits | AID 485298;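 note: potency is the fitted concentration of half-maximal effect; % of control where 0% means no effect; nearly all actives have a fitted effect of over 45% in size; temperature-sensitive fusion mutants such as fzo1-1 at 37 °C on non-fermentable ethanol glycerol medium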
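Luminescent cell viability in 1536-well qHTS format served as the measure of rescued growth in ts fusion-mutant S. cerevisiae cultured on non-fermentable YPEG for 48 hours at 37C.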
PKM2 act = activators of human pyruvate kinase M2 | P14618 | purified PKM2, Kinase-Glo ATP luminescence, activation; response scale: 0% is enzyme alone, no compound | Potency, µM (highest dose often 57.5 µM), for inactives: at the highest dose activation, most hits filed as activators | 260,000 compounds, 0.34% hits; note: potency is the fitted concentration of half-maximal effect; % is set by controls: 0 for no effect and ±100 for the full control effect; nearly all actives have a fitted effect of over 55% in size
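Purified hPK-M2 (>95% pure) converted ADP (0.1 mM final) to ATP with 0.5 mM PEP in 50 mM imidazole pH7.2, KCl, MgCl2, Tween 20, BSA; 1 h at room temperature. ATP detected by Kinase-Glo luminescence.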
KCNH2 3.1 block = inhibitors of human KCNH2 3.1 potassium channel isoform. U2OS KCNH2 3.1, thallium flux FluxOr; hits give low values. 340,000 compounds, 0.95% hits. activity change, % (tested at about 1.8 µM);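 active = maximum activity change below -70%; inconclusive = maximum activity change from -70% to -50%; inactive = maximum activity change above -50%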;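 note: thallium influx rate constant from kinetic fluorescence after stimulation buffer; % is set by controls: 0 for no effect and ±100 for the full control effect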
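Thallium flux read-out: FluxOr dye with Red40 quencher in HBSS/HEPES, 45 min at RT. Rate constants from kinetic reads were normalized to positive and negative DMSO controls. Cells: U2OS virally expressing the 3.1 isoform.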
FLuc modulator = counter-screen for miR-21 project: firefly luciferase inhibitors or activators; P08659; purified FLuc, Km substrates, luminescence inhibition; Potency, µM (doses to about 57.5 µM), for the others: at the highest dose activity change, negative = inhibition, hits mostly inhibitors; 360,000 compounds, 6.9% hits; AID 588342;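 note: potency is the fitted concentration of half-maximal effect; plate controls were vehicle for no effect and reference inhibitor for full effect; nearly all actives have a fitted effect of over 55% in size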
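Purified P. pyralis luciferase (10nM final) with 10uM D-luciferin and 10uM ATP (Km levels) in 50mM Tris acetate pH 7.5, 10mM Mg acetate, 0.01% Tween-20, 0.05% BSA; qHTS 6-point titration, ~60 µM downward; luminescence read.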
MBNL1 CUG block = MBNL1-poly(CUG) RNA binding inhibition | Potency, µM (series often up to 57.5 µM), without a hit: at the top dose activity change, negative = inhibition, hits mostly inhibitors | TR-FRET MBNL1-His/biotin-(CUG)12 binding, 665/545 ratio | 280,000 compounds, 0.036% hits | Q9NR56 | AID 2675; active = well fitted inhibition curve with a large enough effect in the signal ratio, with a control signal flat, not every such curve was filed as active; inconclusive = small, poorly fitted or top-dose-only effect, or effect the other way, or a change in a side signal; inactive = no such curve, though single readings can be large or run the other way; the % refers to the signal ratio; note: potency is the fitted concentration of half-maximal effect; % is set by controls: 0 for no effect and ±100 for the full control effect
Target sequence (Q9NR56 whole entry, looked up): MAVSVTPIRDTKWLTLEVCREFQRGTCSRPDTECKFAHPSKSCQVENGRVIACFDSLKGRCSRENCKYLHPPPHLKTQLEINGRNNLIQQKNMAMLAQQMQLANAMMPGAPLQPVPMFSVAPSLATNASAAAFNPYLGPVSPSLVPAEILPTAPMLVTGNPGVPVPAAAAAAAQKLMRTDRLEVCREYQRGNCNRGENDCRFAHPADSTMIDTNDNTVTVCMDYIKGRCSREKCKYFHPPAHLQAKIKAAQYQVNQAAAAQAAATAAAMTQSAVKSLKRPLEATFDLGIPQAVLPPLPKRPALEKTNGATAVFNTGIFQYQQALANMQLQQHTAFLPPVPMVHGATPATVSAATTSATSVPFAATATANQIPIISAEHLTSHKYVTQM
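His-tagged MBNL1 binding to biotinylated (CUG)12 RNA was measured by TR-FRET using terbium anti-His antibody (0.055 ng/ul final) and streptavidin-XL665 (5 nM final). Compounds were titrated 92 nM to 58 uM; 60 min at room temperature.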
Rab9 prom act = Rab9 promoter activation; Huh7 Rab9 promoter-luciferase reporter, luminescence, 24 h; 320,000 compounds, 2.8% hits; Potency, µM (series often up to 9.22 µM), for the others: top-dose activation, negative = inhibition, actives largely listed as activators; note: potency is the fitted concentration of half-maximal effect; % of control where 0% means no effect; nearly all actives have a fitted effect of over 60% in size
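Luminescence from Amplite-detected luciferase (10 minutes, ambient) reports Rab9 promoter activation. Before that, stable Rab9-luciferase Huh7 cells (1500/well, reduced-serum OP-MEM I plus 10% FBS) were exposed to compound for 24 hours at 37C.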
Menin MLL FP TR = displaces Texas Red mutant MLL peptide from human menin | Menin + Texas Red MLL mutant peptide, fluorescence polarization | Potency, µM (titrated, usually from 61.6 µM), for inactives: top-dose FP activity change, negative = inhibition, most hits filed as inhibitors | O00255 | 270,000 compounds, 0.23% hits; active = well fitted inhibition curve with a large enough effect in the polarisation, with a control signal flat, not every such curve was filed as active; inconclusive = small, poorly fitted or top-dose-only effect, or effect the other way, or a change in a side signal; inactive = no such curve, though single readings can be large or run the other way; the % refers to the polarisation; note: potency is the fitted concentration of half-maximal effect; % of control where 0% means no effect; many of its hits are not listed in these tables
Numbers without * were called inactive; ? = inconclusive; . = not tested or not shown; & = joins results of further samples; [ ] = dose if it differs, or a comment. Unless noted, calls come from the whole dose curve; as a rule, active = well fitted curve in the direction sought with a large enough effect; inconclusive = small, poorly fitted or top-dose-only effect, or another doubt; inactive = no such curve, though single readings can be large; an effect the other way counts as inactive or inconclusive. These rows are one share of the data (hit frequency here may not be typical).

Order of values: KCNH2 3.1 block	Gal4-VP16 FLuc	Rab9 prom act	PKM2 act	RORg inh	ELG1 DNA repair	NPC1 promoter act	Menin MLL FP TR	MBNL1 CUG block	Mito fusion yeast	FLuc modulator
C[N+](C)(C)CCOC(=O)CBr
    10	.	5%[46.1 µM]	.	.	-3%	4%[46.1 µM]	4%	.	-4%&1%	-1%
COc1ccc(N=Cc2c(O)n(C)c(=O)[nH]c2=O)cc1
    8	-2%	18%	-14%	0%	?	16%	1%	5%	-2%	?
CCOc1cc2c(cc1OCC)-n1cccc1C(c1ccc(OC(F)F)cc1)NC2 (stereo not given)
    -82*	-25%	-6%	.	-9%	?	-1%	1%	-2%	-58%[inhibitor]	1%
CC(C)N1CCN(Cc2ccccc2C(F)(F)F)CC1CCO (stereo not given)
    -5	4%	-3%	5%	-3%	0%	-1%	-6%	-2%	-4%	-2%
CCCCCCn1c(O)c(C=Nc2ccccc2N2CCOCC2)c(=O)[nH]c1=S
    ?	8%	1%	3%	-22%	-10%	-1%	.	-4%	-4%	-1%
Cc1nc2cc([N+](=O)[O-])ccc2c(=O)n1-c1ccccc1[N+](=O)[O-]
    5	5%	-8%	8%	-5%	-23%	-8%	0%	?	3%	3%
O=C(O)c1cc2ccccc2oc1=O
    -18	?	-3%	-3%	8%	21%	2%	-3%	?	1%	?
Cc1cccc(CN2CCN(CC(=O)N3CCC4(CC3)OCCO4)C2=O)c1
    8	7%	-3%	2%	9%	-8%	2%	0%	-10%	0%	-1%
COc1ccc(-n2c(Cc3ccccc3)nc3ccccc3c2=O)cc1
    5	5%	-9%	-1%	5%	-4%	-4%	-17%	4%	8%	-2%
Clc1ccccc1CNC1CN2CCC1CC2 (stereo not given)
    -2	-16%	-3%	-4%	34%	11%	-4%	-21%	.	-2%	1%
CSc1ncc(CN2CCCC(C(=O)c3sccc3C)C2)cn1 (stereo not given)
    -10	12%	-12%	-3%	3%	-10%	-4%	-15%	-11%	3%	2%
CCN(CC)S(=O)(=O)c1cc(NC(=O)C(C)N2CC=C(c3ccccc3)CC2)ccc1C (stereo not given)
    -14	?	-6%	-6%	14%	15µM*	-7%	-9%	9%	11%	2%
CN1CCN(c2ccc([N+](=O)[O-])c(Sc3nncn3C)c2)CC1
    -123*	3%	3%	24%	18%	13%	-2%	-14%	?	-7%	1%
CC(=O)Nc1cc([As](=O)(O)O)ccc1O
    -6	-27%&-1%&5%	-1%&0%	2%&7%	-18%&-33%&7%	?	-1%&-2%	-5%&3%	?	-9%&5%	0%&1%
COCCCn1c(N)c(C(=O)OCCOC)c2nc3ccccc3nc21
    7	-2%	5%	1%	-1%	?	-1%	-29%	?	-4%	0%
COC(=O)[C@@H]1C[C@@]1(C)[C@@H](NP(=O)(c1ccccc1)c1ccccc1)c1ccccc1
    -6	-3%&6%	-1%	-4%&-1%	18%&-2%	-2%	-1%	?	-12%	-2%	4%
CN(C)C(=O)Oc1ccc(OCc2nc3ccccc3[nH]2)cc1
    3	11µM*	0.45µM*	-70%	?	?	?	0%	3%	-11%	1.5µM*
O=C1NC(=O)N(c2ccc(Cl)cc2)C(=O)/C1=C\c1ccc(Sc2nc3ccccc3[nH]2)o1
    -17	-12%	-5%	20%	-2%	2%	1%	?	.	0%	?
CCCCC(=O)N/N=C/c1c(O)n(-c2ccccc2)c(=O)[nH]c1=O
    8	1%	0%	-2%	-21%	17%	0%	.	10%	-3%	-2%
CCOP(=O)(OCC)C(NC(=O)c1ccccc1)=C(Cl)Cl
    -41	1%	-4%	3%	16%	10%	-1%	2%	-15%	1%	-1%
COc1ccc(NC(=O)N2CCC3(CC2)OCCO3)cc1
    -10	20%	18%	5%	-3%	?	2%	3%	-1%	-1%	-25%
COc1ccccc1OCCCn1cc(C(C)=O)c2ccccc21
    10	?	-17%	1%	-1%	?	-10%	-2%	0%	14%	?
COC(=O)C1=C(c2cccc(C#N)c2)C[C@@H]2CC[C@H]1N2C(=O)NCc1cc(C)oc1C(F)(F)F
    17	.	-12%	.	.	-2%	-5%	.	.	2%	0%
Cc1ccc(/C=C2\C(=O)NC(=S)N(c3ccc(F)cc3)C2=O)s1
    6	-7%	12%	7%	13%	?	7%	15%	113%[activator]	-4%	?
CC1(C)COC(Nc2ccc(Cl)cc2)=N1
    5	0%	2%	7%	?	16%	4%	1%	-4%	1%	0%
Cc1ccccc1NC(=O)COC(=O)c1cc(C)n(C2CC2)c1C
    6	.	?	.	.	-18%	-3%	.	.	-4%	-3%
CC1(C)OC1COc1c2occc2cc2ccc(=O)oc12 (stereo not given)
    -4	1%&3%	-7%	-1%	-3%&-26%	2%	-3%	7%&-4%	-14%	6%	-2%
CC(=O)Nc1cc(C(=O)N2CCC3(CC2)OCCO3)ccc1S(=O)(=O)c1ccc(C)cc1
    9	-1%	0%	-3%	18%	16%	0%	-8%	0%	1%	-1%
c1cnc2c(c1)ccc1ncccc12
    9	6%	-1%	4%	-29%	-28%	-2%	3%	-8%	5%	-8%
O=C(COC(=O)Cc1ccccc1)Nc1nnc(-c2ccccc2)o1
    -6	.	-2%	.	.	9%	-1%	.	.	2%	-14%

Pulled by compound from the entries so far:
Order of values: KCNH2 3.1 block	Gal4-VP16 FLuc	Rab9 prom act	PKM2 act	RORg inh	ELG1 DNA repair	NPC1 promoter act	Menin MLL FP TR	MBNL1 CUG block	Mito fusion yeast	FLuc modulator
CC1(C)OC1COc1c2occc2cc2ccc(=O)oc12 (stereo not given)
    -4	1%&3%	-7%	-1%	-3%&-26%	2%	-3%	7%&-4%	-14%	6%	-2%
CC(=O)Nc1cc(C(=O)N2CCC3(CC2)OCCO3)ccc1S(=O)(=O)c1ccc(C)cc1
    9	-1%	0%	-3%	18%	16%	0%	-8%	0%	1%	-1%
Cc1ccc(/C=C2\C(=O)NC(=S)N(c3ccc(F)cc3)C2=O)s1
    6	-7%	12%	7%	13%	?	7%	15%	113%[activator]	-4%	?

Next results:
Order of values: KCNH2 3.1 block	Gal4-VP16 FLuc	Rab9 prom act	PKM2 act	RORg inh	ELG1 DNA repair	NPC1 promoter act	Menin MLL FP TR	MBNL1 CUG block	Mito fusion yeast	FLuc modulator
COc1ccc(-n2c(O)c(/C=C3\C=Nc4ccc(Br)cc43)c(=O)[nH]c2=O)c(OC)c1
    0	?	-1%	.	-19%	?	-6%	?	-4%	-4%	?
CCSP1(=S)N=C(N2CCOCC2)C(C#N)=C2CCCN21 (stereo not given)
    10	8%	4%	4%	15%	-1%	0%	7%	-9%	6%	-2%
C/C(=N\N1CCN(C)CC1)c1c(O)n(Cc2ccccc2)c(=O)[nH]c1=O
    -3	-5%	-1%	2%	0%	?	2%	9%	-1%	0%	3%
OC(CNC1CCCCC1)c1ccccc1 (stereo not given)
    2	-16%	-5%	-1%	-27%	10%	1%	-2%	6%	-7%	2%
COc1ccc2cc(C(=O)C3CCCN(C4CCOCC4)C3)ccc2c1 (stereo not given)
    -33	6%	-19%	8%	-19%	-7%	0%	-5%	?	19%	0%
Clc1ccc(C(c2ccccc2)c2ncc[nH]2)cc1 (stereo not given)
    -10	-1%	0%	-5%	-23%	7%	-1%	1%	.	0%	4%
Cc1nc2ccccc2c2c1C(=O)N(Cc1cccnc1)C2=O
    -4	5%	3%	6%	-25%	17%	2%	-1%	?	-5%	6%
COC(=O)C1=C(c2ccc(F)cc2OCc2ccccc2)C[C@@H]2CC[C@H]1N2C(=O)N1CCOCC1
    2	.	4%	.	.	-14%	-1%	.	.	15%	-1%
CCOC(=O)C1CCN(/C=C2/C(=O)NC(=O)N(c3cccc(C)c3C)C2=O)CC1
    -3	-15%	1%	-7%	-2%	-14%	5%	-12%	-7%	-4%	-1%
CCN(CC(=O)Nc1ccc(NC(C)=O)cc1)C(=O)CSC(c1ccccc1)c1ccccc1
    9	.	-1%	.	.	?	-1%	.	.	-1%	-1%
